# a7 integrin act: activates integrin-mediated alleviation for muscular dystrophy | actives 0.064% (n = 350,000) | alpha7betagal myoblasts, beta-gal FDG fluorescence, 48 h | AID 624291 | Potency, µM (highest dose often 38.3 µM), for inactives: at the highest dose activation, actives largely listed as activators;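 further: potency means the concentration at half of the fitted maximal effect; 100% = response of the positive control SU9516; nearly all actives have a fitted effect of over 60% in size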
#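 alpha7betagal+/- myoblasts (passage 13, 250/well) treated 48 h at 37C with compounds at 1:260 dilution of DMSO stock. Lysed, then beta-galactosidase activity read as FDG fluorescence (ex 480/em 540) after 30 min, with pre-read for autofluorescence.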
# uPA generation: blocks generation of uPA at the cell surface; cell surface uPA generation assay, qHTS; Potency, µM (doses to about 38.3 µM), without a hit: top-dose activity change, negative = inhibition, actives largely listed as inhibitors; actives 0.31% (n = 330,000); AID 540303; active means well fitted inhibition curve with a large enough effect; inconclusive means small, poorly fitted or top-dose-only effect; inactive means no such curve, though single readings can be large or run the other way; tested in mouse RAW 264.7 cells; further: potency means the concentration at half of the fitted maximal effect; on the % scale 0 is the no-effect control and ±100 the full control effect; nearly all actives have a fitted effect of over 55% in size
# TSG101-PTAP inh: blocks PTAP/TSG101 interaction to inhibit HIV-1 budding; Fluorescence polarization, FITC-PTAP peptide / Tsg101 binding; 340,000 tested, under 10 active; Potency, µM (doses to about 115 µM), for inactives: at the highest dose activity change, negative = inhibition, actives largely listed as inhibitors; active means well fitted inhibition curve with a large enough effect in the main read-out, with a control signal flat, not every such curve was filed as active; inconclusive means small, poorly fitted or top-dose-only effect, or effect the other way, or a change in a side signal; inactive means no such curve, though single readings can be large or run the other way; further: potency means the concentration at half of the fitted maximal effect; % of control where 0% means no effect
#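 Compounds were pin-transferred onto Tsg101 binding domain (10 uM final) in HEPES pH 7.5 buffer, then FITC-PTAP peptide was added at 50 nM final. After 20 min at RT, polarization reported peptide displacement across a qHTS concentration series.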
# B2AR arrestin: beta2AR (human) beta-arrestin recruitment activity. P07550. beta-arrestin recruitment to beta2AR, cell-based reporter. Potency, µM (titrated, usually from 46.1 µM), without a hit: top-dose activation, usual class: activators. actives 0.02% (n = 330,000). AID 492947;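 further: potency means the concentration at half of the fitted maximal effect; 0% = DMSO controls and full agonism = EC100 isoproterenol or metaproterenol; nearly all actives have a fitted effect of over 65% in size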
# BRCA1 expr up: increases BRCA1 expression. MCF7-BRCA1-FFLuc reporter, luminescence, 48 h; response scale: scaled: vehicle 0%, 10 µM genistein 100%. actives 1.1% (n = 380,000). Potency, µM (top dose mostly 46.1 µM), without a hit: at the top dose activation, most hits filed as activators; further: potency means the concentration at half of the fitted maximal effect; nearly all actives have a fitted effect of over 80% in size; some results filed as inactive show a strong effect at the top dose
#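 Luminescence from a BRCA1-driven firefly luciferase in MCF7 cells was the read-out, taken 15 min after substrate addition following 48 h compound exposure at 37 °C. Data were normalized to a 10 microM genistein control and DMSO vehicle.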
# Eya2 phos inh: Eya2 (human) phosphatase inhibition | O00167 | recombinant Eya2, OMFP fluorescence dephosphorylation (OMFP is methylfluorescein phosphate) | Potency, µM (doses to about 76.9 µM), for the others: top-dose activity, negative = inhibition, most hits filed as inhibitors | actives 0.006% (n = 330,000) | AID 488837; further: potency means the concentration at half of the fitted maximal effect; on the % scale 0 is the no-effect control and ±100 the full control effect
# Target sequence (O00167 whole entry, looked up): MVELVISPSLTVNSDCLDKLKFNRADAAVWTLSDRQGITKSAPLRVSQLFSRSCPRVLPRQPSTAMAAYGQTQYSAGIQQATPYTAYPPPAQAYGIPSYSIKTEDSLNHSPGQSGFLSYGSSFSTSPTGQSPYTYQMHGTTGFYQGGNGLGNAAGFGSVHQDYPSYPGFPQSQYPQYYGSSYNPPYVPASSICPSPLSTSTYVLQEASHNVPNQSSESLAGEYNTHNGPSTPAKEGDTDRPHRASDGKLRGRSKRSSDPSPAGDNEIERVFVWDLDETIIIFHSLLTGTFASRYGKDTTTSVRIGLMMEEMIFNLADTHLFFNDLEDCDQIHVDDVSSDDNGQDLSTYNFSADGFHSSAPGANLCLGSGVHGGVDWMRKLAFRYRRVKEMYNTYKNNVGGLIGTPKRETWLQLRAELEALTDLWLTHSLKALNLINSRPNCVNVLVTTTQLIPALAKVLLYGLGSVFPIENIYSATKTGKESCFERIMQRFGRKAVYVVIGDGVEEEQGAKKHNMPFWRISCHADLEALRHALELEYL
#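 Eya2 (0.2 uM) preincubated 10 min at ambient with compound, then OMFP substrate added at 50 uM; 10 min reaction in 50 mM HEPES pH 7.5, 50 mM NaCl, 5 uM MgCl2, 0.05% BSA, 1 mM DTT. Fluorescence read at Ex 485/Em 525 nm.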
# S-ASM inh: blocks human secretory acid sphingomyelinase; P17405; placental ASM, HMU-PC fluorogenic substrate, 60 min; Potency, µM (doses to about 57.5 µM), inactives show at the top dose activity change, negative = inhibition, usual class: inhibitors; actives 0.006% (n = 340,000); further: potency means the concentration at half of the fitted maximal effect
#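 Human placenta-derived ASM preincubated with compound 10 min at room temperature, then reacted with 9 uM (final) fluorogenic HMU-PC substrate for 60 min at 37 C. Stop solution raises pH to 10; fluorescence read at Ex 386/Em 447 nm.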
# TRPV1 ag: human TRPV1 agonism; TRPV1-expressing cells, Fluo-8 calcium influx, agonist mode; activation, % at 8.33 µM; actives 0.19% (n = 320,000); in the data active means activation above about 80%; inconclusive means between about 30% and that limit; further: 0% is about no effect
#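 TRPV1-expressing cells were cultured overnight at 35.5C and loaded with Fluo-8 calcium dye for 40 to 90 min at room temperature. After a 10 s baseline, compound was added and calcium influx was read kinetically for 3 min (ex 480/em 520 nm).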
# p53 reactivation: re-activators of mutant p53. H1299 p53-A138V BP100-luciferase reporter, luminescence, 24 h. Potency, µM (highest dose often 92.2 µM), inactives show top-dose activity change, positive = activation, most hits filed as activators. actives 0.063% (n = 320,000); further: potency means the concentration at half of the fitted maximal effect; % of control where 0% means no effect; nearly all actives have a fitted effect of over 45% in size
#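 H1299 (p53-null), stable ts p53-A138V + BP100-Luc; 1000 cells/well, Opti-MEM/10% FBS; cpd 4 pt, 1:5; 24 h, 37 deg C, 5% CO2; detection reagent 10 min RT; luminescence.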
# USP2a block: blocks human ubiquitin-specific protease USP2a. O75604. USP2 core, Ub-CHOP2 coupled fluorogenic reporter, 485/531. Potency, µM (doses to about 38.3 µM), for inactives: top-dose activity change, negative = inhibition, hits mostly inhibitors. actives 0.01% (n = 330,000). AID 463254;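 further: potency means the concentration at half of the fitted maximal effect; plate controls were DMSO wells for no effect and full inhibition by NEM control for full effect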
# Target sequence (O75604 whole entry, looked up): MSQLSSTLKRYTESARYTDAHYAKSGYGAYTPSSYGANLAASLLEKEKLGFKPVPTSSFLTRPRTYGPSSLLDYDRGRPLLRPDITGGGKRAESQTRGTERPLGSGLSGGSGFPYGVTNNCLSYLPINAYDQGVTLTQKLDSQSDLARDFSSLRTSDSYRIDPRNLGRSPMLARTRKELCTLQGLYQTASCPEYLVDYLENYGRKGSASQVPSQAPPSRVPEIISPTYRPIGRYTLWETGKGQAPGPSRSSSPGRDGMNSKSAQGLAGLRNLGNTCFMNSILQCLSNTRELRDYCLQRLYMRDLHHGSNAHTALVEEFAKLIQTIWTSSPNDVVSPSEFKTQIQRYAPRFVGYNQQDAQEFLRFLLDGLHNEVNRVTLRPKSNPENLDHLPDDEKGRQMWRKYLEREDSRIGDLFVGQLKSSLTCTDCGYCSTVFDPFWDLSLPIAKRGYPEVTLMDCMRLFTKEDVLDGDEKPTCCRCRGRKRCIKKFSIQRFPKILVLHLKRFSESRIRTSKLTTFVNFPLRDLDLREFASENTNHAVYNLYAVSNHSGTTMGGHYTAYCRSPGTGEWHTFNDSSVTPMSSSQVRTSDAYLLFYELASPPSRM
#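 USP2 core (10nM final) preincubated 30min RT with compound in 20mM Tris-HCl pH 8.0, 2mM CaCl2, 2mM beta-mercaptoethanol, 0.05% CHAPS; 25nM Ub-CHOP2 plus 25nM reporter substrate added, fluorescence (Ex485/Em531) read after 60min.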
# ELG1 genotox: genotoxicity induction in ELG1-luciferase HEK293T cells; HEK293T ELG1-luciferase reporter, luminescence, 16 h; Potency, µM (series often up to 46 µM), for the others: at the top dose activity change, positive = activation, actives largely listed as activators; actives 1.3% (n = 330,000); AID 504466; further: potency means the concentration at half of the fitted maximal effect; % of control where 0% means no effect; nearly all actives have a fitted effect of over 60% in size
#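 Genotoxic stress is detected as increased luminescence from luciferase-tagged ELG1 in HEK293T cells, measured with ONE-Glo after a 16 hr treatment at 37 °C.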
# * = called active by the depositor; u = inconclusive; x = no result given; [ ] = dose if it differs, or a comment. Unless noted, the call rests on the fitted dose curve; in most records, active means well fitted curve in the direction sought with a large enough effect; inconclusive means small, poorly fitted or top-dose-only effect, or another doubt; inactive means no such curve, though single readings can be large; an effect the other way counts as inactive or inconclusive.
SMILES,a7 integrin act,uPA generation,TSG101-PTAP inh,B2AR arrestin,BRCA1 expr up,Eya2 phos inh,S-ASM inh,TRPV1 ag,p53 reactivation,USP2a block,ELG1 genotox
CC(C)C1Nc2ccc(C(=O)NCc3ccco3)cc2NC1=O (centres undefined),13%,-2%,-3%,0.3%,-14%,-2%,17%,-1,-1%,1%,0%
O=C1NC(=O)c2cc(NC(=O)c3cccc4ccccc34)ccc21,17%,-1%,-3%,-0.8%,-24%,3%,8%,25,x,2%,12%
COC(=O)c1nc(N)sc1C(C)C,-14%,2%,-2%,-0.1%,-8%,-13%,7%,-2,-1%,2%,2%
COc1ccc(C(C(=O)NC2CCCC2)N(CCO)C(=O)Cn2nnc(-c3ccc(C)o3)n2)cc1 (centres undefined),-6%,-1%,-2%,0.6%,-1%,-24%,-1%,1,-2%,3%,1%
Cc1ccc(CN2CCC(=O)N2)cc1,3%,2%,-1%,-0.3%,-7%,1%,1%,-6,8%,-1%,-2%
Cc1nn(C)cc1CNC(=O)c1ccc(F)cc1,23%,1%,1%,2.2%,-18%,-9%,3%,-4,-4%,3%,-1%
CC(C)(C)c1ccc(COC(=O)CNC(=O)CNC(=O)Cc2ccccc2)cc1,-3%,-10%,0%,-0.2%,8%,1%,1%,1,3%,0%,0%
O=c1c2ccccc2nc(SCc2ccc([N+](=O)[O-])cc2)n1-c1ccccc1,22%,x,-9%,-0.2%,-3%,2%,0%,-2,-2%,4%,3%
COc1ccc(-c2nc(CNS(=O)(=O)c3ccc(OC)c(OC)c3)cs2)cc1,0%,-18%,-6%,-0.2%,-6%,u,4%,-1,-4%,1%,-10%
O=C(Nc1cccc(-c2cscn2)c1)C1CCN(Cc2ccccn2)CC1,-24%,8%,1%,-0.1%,-9%,-2%,1%,3,-7%,0%,-5%
O=C(Nc1ccncc1)c1ccc(Cl)c(S(=O)(=O)N2CCCCC2)c1,-33%,-8%,1%,-0.3%,-57%,1%,1%,-6,4%,0%,0%
CCN(CC)S(=O)(=O)c1cccc(-c2nc3n(n2)Cc2ccccc2-3)c1,19%,-7%,-7%,0.4%,70%,6%,-2%,18,20%,-1%,5%
COc1ccc(N2CCN(c3nc4c(c(=O)n(C)c(=O)n4C)n3CCCc3ccccc3)CC2)cc1,7%,2%,-2%,-0.5%,35%,15%,3%,-3,3%,0%,2%
CC1CCN(S(=O)(=O)c2ccc(NC(=O)Cn3nnc(-c4ccccc4)n3)cc2)CC1,-4%,x,1%,0.2%,-42%,18%,-4%,5,-7%,5%,4%
NS(=O)(=O)c1cccc(NC(=O)CCSc2ccccc2Cl)c1,-6%,5%,1%,4.3%,10µM*,3%,-1%,u,u,1%,u
CCc1ccc(N(CC(=O)NCc2ccco2)C(=O)CCC(=O)Nc2ccccn2)cc1,11%,-3%,-4%,0.0%,-12%,4%,-3%,3,-2%,-1%,0%
Cc1ccc(C(=O)c2nc3c(n2O)CCCC3)cc1,0%,1%,0%,-0.2%,35%,-3%,-2%,-1,13%,-1%,15%
CCOC(=O)CCNCc1ccc(OC)c(OC)c1,0%,2%,-2%,0.0%,0%,7%,1%,4,1%,-1%,1%
O=C1CC(N2CCN(c3ccc(O)cc3)CC2)C(=O)N1Cc1cccs1 (centres undefined),-8%,-8%,-4%,-0.1%,-28%,-8%,3%,0,-7%,3%,2%
CC(C(=O)NCc1ccco1)n1ccc2cc(S(=O)(=O)N3CCCC3)ccc21 (centres undefined),-14%,-5%,-4%,-0.1%,-11%,-12%,-2%,-3,1%,3%,-3%
COc1ccc(CC(=O)Oc2ccc(C)cc2Br)cc1OC,2%,-5%,-7%,-0.9%,-18%,1%,-6%,20,-2%,0%,-5%
O=C(CCCOc1ccccc1)Nc1nnc(C2CCCO2)s1 (centres undefined),11%,4%,1%,-0.3%,-8%,17%,2%,1,3%,3%,3%
CCC(=O)N1c2ccc(C)cc2C2=NNC(=S)NC21O (centres undefined),-5%,-2%,-4%,-0.1%,-12%,-15%,-1%,-1,0%,1%,2%
CCc1nnc(NS(=O)(=O)c2ccc(NC(=O)/C=C/C(=O)O)cc2)s1,18%,-1%,0%,-0.2%,-2%,-4%,4%,-4,-4%,-2%,-2%
O=C1C=C(NCCN2CCOCC2)CC(c2ccccc2)C1 (centres undefined),7%,9%,-7%,-0.3%,11%,1%,-1%,-1,-2%,0%,1%

# The list goes on:
SMILES,a7 integrin act,uPA generation,TSG101-PTAP inh,B2AR arrestin,BRCA1 expr up,Eya2 phos inh,S-ASM inh,TRPV1 ag,p53 reactivation,USP2a block,ELG1 genotox
S=c1[nH]nc(-c2cc(-c3ccsc3)n[nH]2)n1-c1ccccc1,-22%,23%,0%,0.2%,-53%,-15%,-4%,-5,1%,0%,0%
COc1cc2c(c(OC)c1OC)-c1ccc(OC)c(=O)cc1[C@@H](N(C)CC#CCO)CC2,-14%,-4%,1%,-0.8%,-6%,9%,0%,-1,15%,3%,28%
O=C(c1ccc2c(c1)OCO2)N1CCCC(c2ccccc2)C1 (centres undefined),-4%,-8%,-1%,0.2%,18%,26%,0%,22,10%,9%,3%
O=C(COC(=O)c1ccc2ncsc2c1)NCc1ccc(F)cc1,-19%,-22%,-5%,-0.3%,23%,7%,8%,u,u,0%,8%
COc1cccc(-c2cc(C(=O)Nc3cccc(O)c3)no2)c1,-11%[7.66 µM],x,-1%,-0.4%,49%,-16%,-12%,u,3%,0%,u
COc1ccc(C2Nc3ccccc3C(=O)N2NS(=O)(=O)c2ccc(C)cc2)c(OC)c1 (centres undefined),u,-2%,-1%,-0.1%,3%,-5%,10%,1,-2%,4%,1%
CC(=O)NC(CCCN1C(=O)c2ccccc2C1=O)c1nnn(C)n1 (centres undefined),-9%,0%,1%,0.9%,-21%,7%,2%,-5,4%,3%,-1%
O=C(NCCc1ccccc1)C1CCN(S(=O)(=O)N2CCCCC2)CC1,-12%,7%,-1%,0.1%,6%,-4%,2%,20,11%,1%,-1%
CCCC(C)c1nnc(NC(=O)C2CCCO2)s1 (centres undefined),1%,1%,-5%,-0.3%,36%,-21%,1%,24,u,3%,u
Cc1ccc(CC(=O)N2CCN(c3ccc([N+](=O)[O-])cc3)CC2)cc1,-29%,1%,-1%,-0.7%,-4%,4%,-10%,u,x,-3%,5%
CCOC(=O)c1c(C)[nH]c(C(=O)COC(=O)CCC2CCCC2)c1C,2%,x,-3%,-1.9%,-3%,12%,1%,3,-9%,1%,13%
COc1cc(C(=O)NC2CC3CCCC(C2)N3C2CC2)cc(OC)c1OC (centres undefined),5%,0%,0%,-0.6%,0%,11%,-2%,-3,-3%,2%,0%
CSC(=S)N(C)C1CCS(=O)(=O)C1 (centres undefined),-15%,-2%,-1%,-0.3%,3%,-2%,5%,-3,-4%,7%,2%
O=C1Nc2ccc(Br)cc2C1Cc1ccccc1F (centres undefined),25%,1%,-3%,0.1%,-16%,-13%,-4%,24,-38%[inhibitor],-3%,-3%
CCOC(=O)c1c(C=O)c(C)n(Cc2ccc(C)cc2)c1C,-9%,-6%,-4%,-0.7%,-75%,-12%,-11%,-4,4%,2%,-2%
Cc1ccc(-c2cc(C(=O)NCCCN3CCOCC3)no2)cc1,-9%,-22%,-2%,0.1%,-57%,10%,0%,14,-17%,1%,-1%
COc1ccc(C(=O)Nc2ccc(S(=O)(=O)NC(C)C)cc2)cc1,-14%,x,-8%,-0.2%,-61%,0%,2%,u,-4%,1%,-1%
CSc1nnc2c3cc(F)ccc3n(C)c2n1,-12%,12%,-5%,4.5%,-19%,4%,-1%,0,x,1%,5%
COc1ccc(CNC(=O)c2cncc(Br)c2)cc1,-27%,5%,-4%,-0.5%,50%,6%,5%,6,-1%,3%,-4%
O=c1[nH]c(N2CCOCC2)nc2c1CCCC2,11%,1%,-3%,-0.1%,2%,15%,5%,2,-4%,-1%,1%

# Reformatted field by field: part of the list above
O=C1Nc2ccc(Br)cc2C1Cc1ccccc1F (centres undefined)
  a7 integrin act: 25%
  uPA generation: 1%
  TSG101-PTAP inh: -3%
  B2AR arrestin: 0.1%
  BRCA1 expr up: -16%
  Eya2 phos inh: -13%
  S-ASM inh: -4%
  TRPV1 ag: 24
  p53 reactivation: -38%[inhibitor]
  USP2a block: -3%
  ELG1 genotox: -3%
CCOC(=O)c1c(C=O)c(C)n(Cc2ccc(C)cc2)c1C
  a7 integrin act: -9%
  uPA generation: -6%
  TSG101-PTAP inh: -4%
  B2AR arrestin: -0.7%
  BRCA1 expr up: -75%
  Eya2 phos inh: -12%
  S-ASM inh: -11%
  TRPV1 ag: -4
  p53 reactivation: 4%
  USP2a block: 2%
  ELG1 genotox: -2%

# Source: PubChem BioAssay

# No enrichment for hits. About 2.6% of those tested had a hit in this group.
